# EPAC2 antagonist: antagonists of human EPAC2. Q8WZA2. EPAC2 GEF exchange of Rap1B-BODIPY-GDP, fluorescence. Potency, µM (doses to about 114 µM), for inactives: top-dose activity, negative = inhibition, actives largely listed as inhibitors. 360,000 tested, 0.18% active; also: % is scaled to controls: 0 for no effect and ±100 for the full control effect; nearly all actives have a fitted effect of over 45% in size; many of its hits are not listed in these tables
# EPAC2 ag: activates human EPAC2 exchange factor; Q8WZA2; EPAC2 activation, biochemical qHTS; response scale: 100% = 6.5 mM cAMP response; Potency, µM (highest dose often 154 µM), inactives show top-dose activation, most hits filed as activators; 360,000 tested, 0.079% active; AID 720711; also: nearly all actives have a fitted effect of over 50% in size
#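 Fluorescence exchange assay: 100 nM EPAC2 with 250 nM RAP1B-BODIPY-GDP and 50 uM GDP; compounds tested as a concentration-titration series (qHTS). Loss of Rap1-bound BODIPY-GDP fluorescence read at 480/540 nm; data normalized to 6.5 mM cAMP.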
# aSyn yeast inh: rescues yeast growth from alpha-synuclein toxicity | Yeast expressing alpha-synuclein, growth rescue, BacTiter-Glo, 24 h | Potency, µM (top dose mostly 46.1 µM), without a hit: at the top dose growth rescue (activation), hits mostly activators | 370,000 tested, 0.14% active; also: % of control where 0% means no effect; nearly all actives have a fitted effect of over 65% in size
#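 Readout is rescue of growth in alpha-synuclein-expressing yeast, so inhibitors of toxicity appear as activators. Growth after 24 hr at 30 deg C in galactose medium is quantified by luminescence.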
# EPAC1 antagonist: antagonists of human EPAC1; O95398; EPAC1 GEF assay, Rap1b-BODIPY-GDP exchange fluorescence; Potency, µM (highest dose often 115 µM), inactives show at the top dose activity change, negative = inhibition, usual class: inhibitors; 360,000 tested, 0.14% active;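 also: plate controls were vehicle for no effect and positive control for full effect; nearly all actives have a fitted effect of over 50% in size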
# Target sequence (O95398 whole entry, looked up): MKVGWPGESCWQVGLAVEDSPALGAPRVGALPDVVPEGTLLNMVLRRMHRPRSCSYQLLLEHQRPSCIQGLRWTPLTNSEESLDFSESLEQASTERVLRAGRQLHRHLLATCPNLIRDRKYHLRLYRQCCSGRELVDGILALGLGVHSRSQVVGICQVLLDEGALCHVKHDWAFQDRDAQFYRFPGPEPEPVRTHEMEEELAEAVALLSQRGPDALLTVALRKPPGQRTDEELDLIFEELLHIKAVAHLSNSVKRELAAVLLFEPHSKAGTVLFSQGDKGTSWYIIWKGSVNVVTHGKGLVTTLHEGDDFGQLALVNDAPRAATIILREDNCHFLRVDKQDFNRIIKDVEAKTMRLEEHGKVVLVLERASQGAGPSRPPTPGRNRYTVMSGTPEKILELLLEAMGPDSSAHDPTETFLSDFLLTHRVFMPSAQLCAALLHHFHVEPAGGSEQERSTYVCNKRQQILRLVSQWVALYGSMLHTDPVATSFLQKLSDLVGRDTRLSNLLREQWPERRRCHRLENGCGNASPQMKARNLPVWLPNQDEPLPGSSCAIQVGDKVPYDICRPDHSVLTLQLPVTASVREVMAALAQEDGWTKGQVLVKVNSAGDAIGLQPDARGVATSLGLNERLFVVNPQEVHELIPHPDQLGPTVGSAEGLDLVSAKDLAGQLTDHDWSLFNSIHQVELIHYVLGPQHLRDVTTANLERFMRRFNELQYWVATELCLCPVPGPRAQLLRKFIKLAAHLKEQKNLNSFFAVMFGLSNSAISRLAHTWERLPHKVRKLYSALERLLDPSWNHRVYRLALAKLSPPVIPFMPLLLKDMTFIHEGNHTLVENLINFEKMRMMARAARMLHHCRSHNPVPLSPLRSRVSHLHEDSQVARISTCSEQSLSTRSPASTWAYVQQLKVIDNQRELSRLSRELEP
# FUS suppressor: FUS proteinopathy suppression in yeast. S. cerevisiae FUS-expressing, growth rescue, OD600, 24 h. Potency, µM (highest dose often 76.6 µM), for inactives: at the top dose growth rescue (activation), most hits filed as activators. 390,000 tested, 0.24% active;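 also: plate controls were DMSO vehicle for no effect and reference control for full effect; nearly all actives have a fitted effect of over 55% in size; some results filed as inactive show a strong effect at the top dose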
#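 Restored growth of FUS-toxic S. cerevisiae, read as 600 nm absorbance after 24 h at 30C in galactose medium (starting OD 0.005). Controls CP55940 and DMSO.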
# EPAC1 ag: agonists of human EPAC1. O95398. EPAC1 agonist qHTS, biochemical assay; response scale: 100% = response to 6.5 mM cAMP. Potency, µM (doses to about 154 µM), without a hit: top-dose activation, most hits filed as activators. 360,000 tested, 0.073% active. AID 720707; also: nearly all actives have a fitted effect of over 60% in size
#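 Compounds were pinned as a concentration titration into mixtures of EPAC1 (100 nM), BODIPY-GDP-loaded Rap1B (250 nM) and GDP (50 uM). After 5 min at room temperature, fluorescence was followed for 30 min; activity was scaled to 6.5 mM cAMP.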
# PTHR1 ag: PTHR1 (human) receptor agonism; Q03431; HEK293 GP2 PTHR1 cells, GloSensor cAMP luminescence, 1 h; Potency, µM (titrated, usually from 115 µM), for the others: at the highest dose activation, actives largely listed as activators; 410,000 tested, 0.075% active; AID 743266; also: nearly all actives have a fitted effect of over 55% in size; some results filed as inactive show a strong effect at the top dose; inactives centre near -15; many of its hits are not listed in these tables
#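 HEK-293-derived GP2 cells expressing PTHR1 and a GloSensor cAMP reporter, 3,000/well, plated overnight, given luciferin plus IBMX (each 0.5 mM as added) for 1 h at 37 °C, then compound for 1 h at 37 °C. Luminescence was read after 15 min at room temperature.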
# TDP43 rescue: TDP-43 toxicity inhibition in yeast. TDP-43 expressing yeast growth rescue, BacTiter-Glo, 24 h. Potency, µM (doses to about 46.1 µM), without a hit: at the highest dose growth rescue (activation), actives largely listed as activators. 410,000 tested, 1.8% active. AID 652104; also: % of control where 0% means no effect; nearly all actives have a fitted effect of over 50% in size
#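 Cell-based yeast growth screen: TDP-43 expression induced in galactose, inoculum OD600=0.02 after raffinose pregrowth to mid-log. Read-out BacTiter-Glo luminescence at 24 hr, 30 deg C; inhibition of toxicity seen as signal increase.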
# The depositor's hits bear a star; i = inactive; ? = inconclusive; / = no result given; [ ] = another dose, or the depositor's remark. Calls follow the shape of the dose curve; as a rule, active = well fitted curve in the direction sought with a large enough effect; inconclusive = small, poorly fitted or top-dose-only effect, or another doubt; inactive = no such curve, though single readings can be large; an effect the other way counts as inactive or inconclusive. Potency is read from the fitted curve at half-maximal effect.
SMILES,EPAC2 antagonist,EPAC2 ag,aSyn yeast inh,EPAC1 antagonist,FUS suppressor,EPAC1 ag,PTHR1 ag,TDP43 rescue
COc1cc(CNC(=O)c2cnc(C)cn2)cc(OC)c1,-3%,11%,-9%,1%,2%,7%,i,21%
COc1ccc(C(=O)/C=C(/C)N(C)C)cc1,-16%,11%,0%,-9%,-29%,-2%,i,-10%
CCOC(=O)c1c(NCC(C)C)c2ccccc2[nH]c1=O,3%[57.1 µM],0%,-2%,5%,2%,-11%,-4%[57.5 µM],-1%
CC(C)(C)n1nc2c(c1NC(=O)c1cc(Cl)ccc1[N+](=O)[O-])CS(=O)(=O)C2,17%,6%,10%,-8%,-15%,3%,i,16%
Cc1ccc(NC(=O)CC(=O)Nc2ccc(C)c(C)c2)cc1C,-8%,-5%,4%,-23%,13%,-19%,i,23%
Cc1ccc(/C=N/NC(=O)CNC(=O)c2ccc(S(=O)(=O)N(C)C)cc2)o1,-5%,4%,1%,4%,-12%,3%,-24%,13%
CS(=O)(=O)Nc1ccc2c(c1)nc1n2CCOC1,11%,3%,3%,5%,16%,-4%,-10%,6%
S=C(NCCc1ccccc1)NC1CC1,11%,12%,-13%,11%,-19%,4%,i,-1%
CCCCNC(=O)C(NC(=O)c1ccc(C(F)(F)F)cc1)C(=O)c1ccccc1 (centres undefined),-5%,2%,-7%,-21%,-1%,-2%,i,22%
Cc1cccc(OCC(=O)Nc2ccc(NC(=O)c3ccco3)c(C)c2)c1,1%,16%,-5%,3%,11%,-4%,-5%,?
Cc1ccc(Cl)cc1NC(=O)C1CC(=O)Nc2ncnn21 (centres undefined),-10%,-1%,0%,1%,-2%,9%,-26%,4%
O=C1CC(C(=O)Nc2cccc(Cl)c2)n2ncnc2N1 (centres undefined),0%,6%,-5%,-5%,-10%,11%,-22%,-13%
CCN1CCN(C(=O)C2CCCN(S(=O)(=O)c3cc(Cl)ccc3Cl)C2)CC1 (centres undefined),14%,20%,-1%,-7%,/,4%,-34%[inhibitor],8%
Cc1ccc(S(=O)(=O)N2C[C@H]3C(=O)C[C@@H]4C(=O)N(c5ccccc5)C(=O)[C@@H]4[C@@H]3C[C@@H]2c2ccccc2)cc1,3%,10%,2%,5%,34%,12%,-5%,15%
CN(C1CCCCC1)S(=O)(=O)Cc1ccccc1,8%,-9%,-10%,15%,14%,-2%,i,10%
CCOc1ccccc1C(=O)N[C@H](C(=O)NNC(=O)c1cccs1)C(C)C,-10%,10%,-7%,-6%,-10%,4%,-19%,12%
Cc1cc(C)nc(NS(=O)(=O)c2ccc(NC(=O)NC3CCCCC3)cc2)n1,3%,8%,0%,0%,20%,0%,i,-15%
Nc1cccc(S(=O)(=O)NC2=NCCC2)c1,2%,-6%,-4%,?,10%,-6%,-2%,1%
C#CCOc1nc(Nc2cccc([N+](=O)[O-])c2)nc(OCC#C)n1,-4%,21%,-11%,-19%,13%,12%,0%,?
O=C(NCN1CCN(c2ccccc2F)CC1)c1ccccc1,2%,-2%,/,-7%,-2%,14%,i,3%
COc1ccc(/C=C2\SC(=O)N(CCNC(=O)Cc3coc4cc(OC)ccc34)C2=O)cc1,0%,-6%,-1%,-10%,/,2%,-7%,-3%
CCOC(=O)N1CCN(C(=O)CSc2nnc(Cc3ccccc3)o2)CC1,1%,14%,?,?,-2%,-2%,-17%,12%
Cc1ccc(S(=O)(=O)Nc2ccc(NC(=O)c3c(F)c(F)c(F)c(F)c3F)cc2)cc1,-11%,2%,1%,-18%,-17%,0%,i,11%
Cc1onc(-c2ccccc2Cl)c1C(=O)N1CCc2ccccc21,-15%,-2%,-6%,-9%,/,3%,i,14%
CC(NC(=O)[C@H](C)NC(=O)c1ccco1)c1ccc(S(N)(=O)=O)cc1 (some centres undefined),0%,6%,-4%,14%,1%,6%,-4%,-6%
CC1(OC(=O)C2CCCC2)C(=O)C=C2C=C(c3ccsc3)N(CCCCO)C=C2C1=O (centres undefined),-6%,-2%,-1%,8%,5%,-15%,-13%,0%
COc1ccccc1CNC(=O)Cn1cc2c(n1)CCCC2,7%,5%,2%,-3%,-12%,7%,i,24%
CCN(CC)S(=O)(=O)c1cccc(C(=O)N[C@H](C(=O)Nc2nc3ccc(F)cc3s2)C(C)C)c1,-7%,-9%,13%,?,/,5%,i,-5%
CC(C)Cn1c(-c2cccs2)nc2ccccc21,15%,1%,-10%,3%,23%,1%,i,-2%
O=C(Nc1scc(-c2ccccc2)c1C(=O)O)c1ccco1,3%,-2%,5%,16%,6%,0%,-19%[57.5 µM],-52%[inhibitor]
C/C(=N\N=C(N)N)c1cccc(Cl)c1,9%,-2%,1%,-8%,14%,4%,-17%,1%
CC(=O)N1C(=O)/C(=C2\SC(=S)N(NS(=O)(=O)c3ccc(C)cc3)C2=O)c2ccccc21,-13%,-3%,1%,4%,7%,6%,i,12%
Cc1ccc(NC(=S)N2CCN(C(=O)c3ccccc3)CC2)c(C)c1,4%,2%,-2%,4%,17%,3%,-5%,-7%
Cc1[nH]n(-c2cccc3ccccc23)c(=O)c1/C=N/c1sc2c(c1C#N)CCC2,-6%,13%,2%,-11%,14%,6%,12%[57.5 µM],-8%
COc1ccc(CNC(=O)CSc2nnnn2C)cc1OC,3%,0%,4%,7%,-22%,2%,-1%,-11%
COCC(C)NS(=O)(=O)c1ccc(C(=O)NC(Cc2ccccc2)c2ccccc2)cc1 (centres undefined),2%,21%,1%,-24%,50%,13%,i,-24%
CCN(CC)S(=O)(=O)c1ccc(N/N=C(\C)c2ccc(OC)cc2O)nc1,-12%,16%,0%,-24%,10%,8%,-9%,24%
C=CCN(c1ccccc1)S(=O)(=O)c1cccc(C(=O)NNC(=O)c2ccncc2)c1,-4%,6%,-8%,-24%,1%,6%,i,-12%
Nc1ccn(C2CC(O)C(CO)O2)c(=O)n1 (centres undefined),-8%,-2%,-4%,7%,-31%,-15%,i,9%
CC1CCN(C(=O)C2CC(c3ccc(F)cc3)=NO2)CC1 (centres undefined),4%,0%,-2%,14%,23%,6%,-8%[57.5 µM],-30%
Cc1ccc(-c2nnc(-c3ccccc3S(=O)(=O)Cc3ccc(Cl)cc3)o2)cc1,14%,3%,-4%,13%,5%,-5%,i,-12%
Cc1oc2ccc(O)c(CN3CCOCC3)c2c1C(C)O (centres undefined),9%,2%,-10%,-21%,/,-17%,i,-2%
O=C1CCCCC(=O)N(c2ccccc2)c2ccccc21,-1%,11%,12%,-6%,?,8%,-22%[57.5 µM],5%
CC(C)(C)NC(=O)c1nn2c(C(F)(F)F)cc(-c3ccccc3)nc2c1Br,10%,-8%,1%,5%,-19%,-6%,-22%,1%
COc1ccc2c(c1)[nH]c(=O)c1sc3ccccc3c12,14%,15%,-4%,5%,-14%,-13%,0%[57.5 µM],20%
Cc1ccc(CNC(=O)N2CCN(C)CC2)cc1,3%,8%,-4%,-2%,/,13%,i,5%
COc1ccccc1CNC(=O)COC(=O)/C=C/c1ccc2ccccc2n1,-1%,0%,6%[1.84 µM],18%,-3%,2%,-27%,21%
COc1cccc(C(=O)N[C@@H](C)C(=O)N2CCC3(CC2)NCCc2[nH]cnc23)c1,-4%,7%,-1%,-16%,-9%,3%,-2%,-9%
C=CCN1CCN(C(=O)c2c(-c3ccccc3)noc2C)CC1,-5%,5%,2%,-27%,-27%,-3%,i,-12%
CCC(Cc1ccccc1)NS(=O)(=O)c1ccc2c(c1)NC(=O)CS2 (centres undefined),-10%,4%,2%,-6%,19%,3%,-30%,12%

# Part of the list above, tab-delimited.
SMILES	EPAC2 antagonist	EPAC2 ag	aSyn yeast inh	EPAC1 antagonist	FUS suppressor	EPAC1 ag	PTHR1 ag	TDP43 rescue
O=C1CCCCC(=O)N(c2ccccc2)c2ccccc21	-1%	11%	12%	-6%	?	8%	-22%[57.5 µM]	5%
CC(C)(C)NC(=O)c1nn2c(C(F)(F)F)cc(-c3ccccc3)nc2c1Br	10%	-8%	1%	5%	-19%	-6%	-22%	1%
COc1ccc2c(c1)[nH]c(=O)c1sc3ccccc3c12	14%	15%	-4%	5%	-14%	-13%	0%[57.5 µM]	20%
Cc1ccc(CNC(=O)N2CCN(C)CC2)cc1	3%	8%	-4%	-2%	/	13%	i	5%
COc1ccccc1CNC(=O)COC(=O)/C=C/c1ccc2ccccc2n1	-1%	0%	6%[1.84 µM]	18%	-3%	2%	-27%	21%

# The list goes on.
SMILES,EPAC2 antagonist,EPAC2 ag,aSyn yeast inh,EPAC1 antagonist,FUS suppressor,EPAC1 ag,PTHR1 ag,TDP43 rescue
CCc1ccc(NCc2cc3cc(OC)c(OC)cc3n(CC(=O)Nc3ccc(F)cc3)c2=O)cc1,/,/,25%,/,9%,/,i,8%
COc1cccc(N(C(=O)Cn2nnc(-c3cccs3)n2)C(C(=O)NC2CCCCC2)c2ccncc2)c1 (centres undefined),-3%,-8%,-11%,5%,/,9%,i,2%
CC(Oc1ccc2c(-c3ccccc3)cc(=O)oc2c1)C(=O)NCCCn1ccnc1 (centres undefined),7%,12%,0%,-2%,-4%,-21%,-66%[inhibitor],4%
Cc1cnc(C(=O)OCC(=O)Nc2ccc(C)c(S(=O)(=O)N3CCOCC3)c2)cn1,4%,5%,0%,-5%,26%,1%,i,-5%
Brc1ccc2c(c1)OCCOCCOCCOCCOCCO2,14%,0%,1%,3%,15%,-8%,i,?
CC(C)OC(=O)c1cccnc1SCC(=O)N(C)c1ccccc1,-2%,13%,5%,-1%,37%,3%,i,3%
O=C(NCC1CCCO1)c1ccc2c(c1)N(Cc1ccccc1)CCS2 (centres undefined),-14%,7%,-5%,0%,35%,0%,i,24%
COC(=O)C(NS(=O)(=O)c1cccc(S(=O)(=O)NC(C(=O)OC)c2ccccc2)c1)c1ccccc1 (centres undefined),3%,5%,0%,9%,-10%,-4%,-28%,-2%
CN(C)C(CNC(=O)CCc1nc2sc3c(c2c(=O)[nH]1)CCCC3)c1ccccc1 (centres undefined),-7%,4%,-1%,-20%,23%,3%,i,13%
COc1ccc(CCN2C(=O)c3[nH]nc(-c4ccccc4O)c3C2c2ccc(C)cc2)cc1OC (centres undefined),-9%,-9%,7%,-2%,/,15%,-37%[inhibitor],19%

# A portion of the library; count on the stated rates, not on these rows.
